Bioassay records from PubChem.
b-catenin transl = modulators of beta-catenin nuclear translocation, primary screen, imaging, HeLa cells, immunofluorescence, high-content. AID 1665, 2009. 190,000 tested, 0.3% active. nuclear translocation activity, % at 5 µM;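 active = nuclear translocation activity above 50% at 5 µM, with a well cell count of 50 or more; inconclusive = wells under 50 cells across six images, flagged as toxic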;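 also: per-cell ratio of nuclear to cytoplasmic median beta-catenin stain intensity; plate controls were DMSO negative control for no effect and GSK-3 inhibitor IX positive control for full effect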
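System: Human HeLa cells, endogenous beta-catenin | Compound dosing: 5 µM primary, 0.02–20 µM confirmation | Timing: 24 h compound exposure at 37°C, 5% CO2 | Measured by: Fluorescence imaging of beta-catenin antibody stain plus DAPI | Read-out basis: % activation of per-cell nuclear versus cytoplasmic median beta-catenin signal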
Autophagy HCS = autophagy modulators in MEF cells, primary screen, imaging, high-content, MEF GFP-LC3; calls only at 10 µM (by protocol); 190,000 tested, 0.98% active; MEF GFP-LC3 puncta imaging; test concentration mostly 10 µM;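 active = percentage of spot-positive cells more than 3 SD above its plate mean, without a fluorescence outlier flag or 80% toxicity; inconclusive = no clear call, values can overlap the other calls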;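 also: spot-positive cell cutoff set from DMSO-treated cells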
Ins promoter up = insulin promoter activators in MIN6 cells, imaging, high-content screening, mouse beta cells. z-score at 5 µM. MIN6 insulin promoter-GFP reporter; hits give high values. 190,000 tested, 0.3% active. AID 1625, 2009;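 active = z-score above 3 at 5 µM with at least 500 cells counted in the well; inconclusive = wells under 500 cells, flagged as cytotoxic or low count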
WT yeast gro inh = growth inhibition of WT strain, primary screen, mitochondrial fusion inhibitor project, WT and mutant strains, chemical genetic; mitochondrial fusion phenotypic screen; inhibition, % at 10 µM; 190,000 tested, 2.1% active; AID 1362, 2008; in the data active = inhibition above about 58%; tested in S. cerevisiae
MT stabilizer = microtubule stabilizers in HeLa cells, primary screen, imaging, high-content imaging; HeLa tubulin immunostaining HCS, 24 h; share of cells brighter than vehicle mean+2SD; 200,000 tested, 0.83% active; % tubulin-high responders, % at 10 µM; AID 2205, 2009;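 active = plate Z-score above 3 for both tubulin-high and condensed-nucleus cell shares, with cell loss under 80%, at 10 µM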;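 also: anti alpha tubulin signal scored within the nucleus-defined area of each cell; some results filed as inactive read as strong as hits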
human PMI inhibitors = human PMI inhibitors, high substrate, primary screen, biochemical, fluorescence intensity, high mannose 6-phosphate (AID 1220); recombinant PMI enzyme, coupled fluorescence intensity; higher % means a stronger effect; inhibition, % at 20 µM; hits with a dose series show IC50 in µM; 190,000 tested, 0.66% active
Dynein cargo inh = inhibitors of GR-EGFP nuclear translocation, primary screen, dynein cargo transport inhibitor project, imaging, high-content, 3617.4 mouse cells; test concentration mostly 20 µM; stimulated with dexamethasone, 1 µM; hits give low values; z-score, hits read low; 220,000 tested, 0.47% active;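 active = plate z-score of nuclear minus cytoplasmic receptor signal below a set negative limit, without overly bright fluorescence or cell loss, cut at about -3.5 in these data, passing the limit was not always enough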;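 also: z-score of nuclear minus cytoplasmic ring GR-EGFP intensity difference per well; some compounds called inactive have numbers as strong as hits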
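Buffer or medium: Induction medium lacking tetracycline, stripped serum | Also added: Dexamethasone agonist, 1.0 µM final, for 30 min | Timing: 48 h induction, 1 h compound, 30 min dex at 37 °C | Detection: Formaldehyde fixation, Hoechst nuclear stain, 10x automated fluorescence imaging | Measure: Nuclear versus cytoplasmic GR-EGFP signal, averaged per well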
Yfh1-depleted yeast = enhancers of respiration in Yfh1-depleted yeast, dose response, Friedreich's ataxia, plus single-dose screen (AID 1465); S. cerevisiae Yfh1-off respiration, WST-1 reduction, 72 h; higher fold induction means a stronger effect; fold induction at 50 µM, or EC50 in µM where a hit was titrated; 220,000 tested, 0.074% active;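 active = fold induction of absorbance versus untreated yeast above a set limit, then at least 30% activation at any dose in follow-up; inconclusive = repeats straddling the limit, or above it without dose testing; inactive = fold induction below the set limit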;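 also: activators that raise dye reduction in frataxin-depleted yeast; strong numbers were not always called active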
human PMI inhibition = inhibitors of human PMI, primary screen, biochemical, fluorescence intensity, coupled assay (AID 1209). Mannose-6-phosphate isomerase (Homo sapiens). inhibition, % at 20 µM; hits with a dose series show IC50 in µM. 190,000 tested, 0.42% active. purified PMI enzyme, coupled fluorescence intensity; higher % means a stronger effect;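 also: plate controls were DMSO vehicle for no effect and wells lacking substrate for full effect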
WT yeast gro inh mutant strain = second read-out of WT yeast gro inh, no call of its own (marks repeat the call); inhibition, %; mitochondrial fusion phenotypic screen, mutant strain inhibition
Dynein cargo inh cytoplasmic EGFP = further read-out of Dynein cargo inh, marked with its call; z-score; measured here: cytoplasmic GR-EGFP intensity; hits give high values
Dynein cargo inh nuclear GR-EGFP = second read-out of Dynein cargo inh, no call of its own (marks repeat the call); z-score; measured here: nuclear GR-EGFP intensity;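 lower value marks the stronger effect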
Dynein cargo inh cell count = further read-out of Dynein cargo inh, marked with its call; z-score; measured here: cell count per field
Ins promoter up cell count = second read-out of Ins promoter up, no call of its own (marks repeat the call); cell count; measured here: cytotoxicity, nuclei count;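 total cells summed across four imaged fields per well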
b-catenin transl cell count 5 µM = second read-out of b-catenin transl, no call of its own (marks repeat the call); cell count; measured here: cell count, cytotoxicity flag
MT stabilizer Hoechst-high % = recorded beside MT stabilizer, whose call it bears; % Hoechst-high responders; measured here: nuclear condensation Hoechst responders;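 share of cells brighter than vehicle mean plus two SD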
MT stabilizer cytotoxicity % = second read-out of MT stabilizer, no call of its own (marks repeat the call); toxicity, %; measured here: cytotoxicity by cell density;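 0% = mean cell density of plate MIN control wells and 100% = no cells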
Autophagy HCS cell loss 18 h = second read-out of Autophagy HCS, no call of its own (marks repeat the call); toxicity, %; measured here: cell loss, nuclei count;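 cell loss after 18 h compound exposure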
The depositor's hits bear a star; i = inactive; ? = inconclusive; . = not tested or not shown; + = active, no number. Rule as the data show it, unless noted: active = inhibition above about 50%; inactive = the rest.

SMILES	b-catenin transl	b-catenin transl cell count 5 µM	Autophagy HCS	Autophagy HCS cell loss 18 h	Ins promoter up	Ins promoter up cell count	WT yeast gro inh	WT yeast gro inh mutant strain	MT stabilizer	MT stabilizer Hoechst-high %	MT stabilizer cytotoxicity %	human PMI inhibitors	Dynein cargo inh	Dynein cargo inh cytoplasmic EGFP	Dynein cargo inh nuclear GR-EGFP	Dynein cargo inh cell count	Yfh1-depleted yeast	human PMI inhibition
CN(C)C(=O)COc1ccc(Br)cc1	-1.8	1031	i	-10	0.06	1256	-5	-1	4.0	2.5	9.5	6%	0.42	-0.32	-0.23	0.48	i	8%
CN(CC(=O)NCc1ccncc1)S(=O)(=O)c1ccc(F)cc1	-2.3	1108	i	-6	-0.33	1030	-8	-6	1.3	1.4	4.3	-3%	-0.54	0.17	0.13	0.13	i	-1%
COc1ccc2nc(SCC(=O)Nc3ccc4c(c3)OCCO4)[nH]c2c1	1.4	1317	i	44	-0.7	1648	-16	-10	1.6	1.9	12	6%	-0.23	0.0083	-0.09	0.37	.	10%
CNC(=O)c1ccc(OCc2ccccc2)c(OC)c1	.	.	i	-2	.	.	-14	-25	2.3	1.5	2.0	0%	-1.3	0.023	-0.54	-0.61	i	0%
S=c1[nH]nc(Cn2c(-c3ccccn3)nc3ccccc32)n1-c1ccc2c(c1)OCCO2	0.3	1311	.	.	1.5	1104	.	.	.	.	.	.	0.47	-0.26	0.23	-0.12	i	.
CCOC(=O)c1ccc(NC(=O)C(CC)(CC)C(=O)OCC)cc1	-3.9	1221	i	2	-0.34	1254	-19	-14	2.2	1.9	8.5	4%	-0.14	-0.18	0.32	0.31	i	10%
Cc1cnc(C(=O)OCC(=O)N2c3ccccc3NC(=O)C2(C)C)cn1	-1.6	1023	i	-1	-1.1	1526	-29	5	2.4	2.3	7.2	-1%	-1.1	-0.21	-0.25	1.2	i	-7%
CCCCOC(=O)Nc1nnc(Cc2ccc(Cl)cc2)s1	-0.4	1007	i	32	-0.77	1132	9	0	2.8	1.5	7.0	-13%	-0.45	-0.24	-0.27	-0.28	i	-12%
CC(=O)O[C@H]1C(=O)[C@@]2(C)[C@H]([C@H](OC(=O)c3ccccc3)[C@]3(O)C[C@H](OC(=O)[C@H](O)C(NC(=O)c4ccccc4)c4ccccc4)C(C)=C1C3(C)C)[C@]1(OC(C)=O)CO[C@@H]1C[C@@H]2O (stereo partly specified)	69*	358*	.	.	?	.	.	.	.	.	.	.	0.67	-0.75	0.85	-0.77	i	.
CCOC(=O)c1cc2c(=O)n3ccccc3nc2n(C(C)C)c1=NC(=O)c1ccncc1	-0.4	1448	i	-10	-0.26	1574	11	-1	3.4	1.4	9.6	-118%	0.54	-0.15	0.42	0.087	i	-37%
CC(C(=O)Nc1ccc(OCc2ccccc2)cc1)N1CCCC1 (stereo unspecified)	2.1	1109	i	34	-0.04	1182	-15	4	3.1	1.5	9.5	3%	1.4	-0.26	0.27	-0.75	i	-9%
O=C(Nc1cccc(Cl)c1)c1ccc2c(=O)n3c(nc2c1)CCCCC3	-3.1	990	i	8	0.29	1310	20	15	4.0	2.4	6.6	2%	0.31	0.2	0.39	-0.55	.	3%
COCc1[nH][nH]c(=O)c1/C=N/N1CCOCC1	-3.5	1198	i	11	0.44	1215	-9	3	5.5	2.8	8.0	1%	-1.2	-0.27	-0.19	1.5	i	0%
CCOC(=O)c1[nH]c2ccccc2c1NC(=O)CCN1CC(C)OC(C)C1 (stereo unspecified)	-3.5	1033	i	7	-0.33	1374	-15	-10	4.3	1.4	3.6	-2%	1	-0.17	1.4	-1	i	-2%
CC(C)N(Cc1cn(C)nc1-c1cccc(Cl)c1)Cc1nccn1C	0.2	1136	i	13	-0.32	1423	8	16	3.6	3.2	2.9	-2%	-1.1	-0.29	-0.59	1	i	6%
COC(=O)c1ccn(C(=O)c2ccc(Cl)cc2)n1	-6.4	1200	i	-10	0.33	1262	93*	18*	2.6	1.2	0.6	1%	0.22	0.14	0.13	-0.033	.	2%
COc1ccc(S(=O)(=O)N2CCC(C(=O)N3CCc4ccccc4C3)CC2)cc1	.	.	i	-5	.	.	7	0	2.6	0.6	4.5	-5%	2.9	-0.0029	1	-1.7	i	-9%
CCCn1c(SCC(=O)NC2CCCCC2)nnc1-c1ccncc1	-4.2	905	i	-3	3.1*	1168*	-1	-12	1.1	1.1	5.8	11%	0.069	-0.18	0.037	0.15	i	6%
COc1ccc(OC)c(-c2nnc(SCC(=O)N3CCOCC3)o2)c1	-6.8	886	i	-4	0.04	1515	-8	-10	1.7	1.3	2.9	-1%	0.83	-0.26	0.39	-0.14	i	-15%
CC(=O)c1ccc(NC(=O)c2cc3nc4c(c(C(F)(F)F)n3n2)CCCC4)cc1	0.3	1086	i	-31	0.04	1926	6	6	2.9	1.9	13	-66%	-0.24	-0.0079	0.4	0.49	.	-31%
NNC(=O)/C(=C/c1cccs1)NC(=O)c1ccccc1Cl	5.8	853	i	3	0.04	1599	-10	0	0.7	1.3	5.6	2%	0.5	-0.23	0.28	0.089	i	5%
COc1ccc(-c2ccc(SCC(=O)c3cccs3)nn2)cc1OC	-3.6	1143	i	9	-1.6	1607	-11	-5	2.3	1.5	1.5	11%	-0.23	-0.22	0.076	0.3	i	3%
OCCC1CN(Cc2cccn2-c2ccccn2)CCN1C1CCCCC1 (stereo unspecified)	1.4	1127	i	-8	-0.17	1395	-3	3	2.4	1.1	1.1	21%	-0.7	-0.24	-0.36	0.29	i	11%
O=C(O)c1cc(-c2cccnc2)nc2ccccc12	0.1	1361	.	.	0.55	1026	.	.	.	.	.	.	-0.42	-0.27	-0.27	0.74	i	.
CC1/C(=N/O)CC(c2ccccc2)NC1c1ccccc1 (stereo unspecified)	.	.	i	-2	-0.37	896	25	22	1.5	1.6	20	-4%	-0.31	0.39	-0.26	0.6	i	-1%
Cc1nnc(N/N=C/c2ccccn2)[nH]c1=O	1.9	1247	.	.	-1.3	1180	.	.	.	.	.	.	-0.23	-0.19	-0.14	-0.48	i	.
O=C(NS(=O)(=O)c1ccc(NC(=O)C2CCCO2)cc1)c1ccccc1 (stereo unspecified)	-3.3	1182	i	-4	1.3	1175	-5	4	3.5	2.1	6.2	-10%	0.25	-0.25	0.21	-0.25	i	-8%
C/C(=N\O)C(=O)Nc1ccccc1	0.7	1311	.	.	0.06	1453	.	.	.	.	.	.	-0.75	-0.28	-0.57	0.94	i	.
COCCOc1cc2ncnc(N3CCC(C(=O)O)CC3)c2cc1OCCOC	-0.6	1322	.	.	-0.09	1172	.	.	.	.	.	.	0.94	-0.18	0.23	-0.76	i	.
CCCCN(CC)CCNC(=O)CNC(=O)Cn1ccc2ccccc2c1=O	4.5	1080	i	-2	-0.25	1140	-1	-3	2.7	1.3	7.1	-9%	-0.96	-0.21	-0.54	0.64	i	-6%
COC(=O)c1ccc(N2CCN(C)CC2)c(NC(=O)COc2ccc(OC)cc2)c1	-1.2	840	+	4.6*	.	.	24	35	1.4	1.6	9.4	-11%	1.2	-0.12	0.53	-0.66	i	-8%
COC(=O)c1c(NC(=O)CN2CCN(C(=O)c3ccco3)CC2)c2c(C)cccc2n1C	-2.4	1112	i	-7	.	.	0	-3	4.8	2.2	5.6	-2%	-0.23	-0.29	0.091	-0.67	i	1%
CCN(CC(=O)Nc1sc2c(c1C#N)CCC(C)C2)CC(=O)NC1CCS(=O)(=O)C1 (stereo unspecified)	-2.3	1129	i	20	0.45	1125	6	3	1.1	1.0	2.3	-8%	-0.61	-0.25	-0.28	0.53	i	-8%
CCOC(=O)c1c(C)n(-c2ccc(C)cc2)c2ccc(OCC(O)CNCC3CCCO3)cc12 (stereo unspecified)	.	.	i	6	0.13	851	72*	22*	3.0	2.5	7.1	2%	-2.5	3.1	-0.85	-3.9	i	3%
O=C1CN(C(=O)c2ccco2)C(c2ccccc2)c2cc(Cl)ccc2N1 (stereo unspecified)	-8.8	821	i	1	0.21	1203	-30	-5	2.5	1.0	3.0	-2%	-0.19	-0.18	-0.013	-0.8	i	-5%
Cc1ccc(NC(=S)NCc2ccccc2Cl)c(C)c1	-1.5	993	i	7	-0.03	1140	41	-1	2.3	3.2	7.5	10%	0.017	0.024	0.24	-0.25	i	6%
COc1ccc(N2CCN(Cc3nc4scc(-c5cccs5)c4c(=O)[nH]3)CC2)cc1	0.0	1041	i	14	-1	1297	16	0	2.1	1.7	4.2	4%	-0.15	-0.12	0.016	-0.58	i	-5%
